Screening results: PubChem, The Scripps Research Institute Molecular Screening Center
FBW7 activator: activators of human E3 ligase FBW7. Q969H0. 650,000 tested, 0.13% active. normalized activity (activation), % at 26.1 µM. AlphaScreen FBW7–phospho-cyclin E peptide binding, activator screen; in the data active = normalized activity above about 1.9%;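 note: purified mutant Fbw7 with reduced substrate affinity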
GPR151 activ: activates the human receptor GPR151 | activation, % at 11.2 µM | 650,000 tested, 1% active | AID 1508602 | PathHunter beta-arrestin GPR151 cells, luminescence; in the data active = activation above about 4.9%;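 note: 0% = median of compound wells and 100% = cells with positive control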
Target sequence (Q8TDV0 whole entry, looked up): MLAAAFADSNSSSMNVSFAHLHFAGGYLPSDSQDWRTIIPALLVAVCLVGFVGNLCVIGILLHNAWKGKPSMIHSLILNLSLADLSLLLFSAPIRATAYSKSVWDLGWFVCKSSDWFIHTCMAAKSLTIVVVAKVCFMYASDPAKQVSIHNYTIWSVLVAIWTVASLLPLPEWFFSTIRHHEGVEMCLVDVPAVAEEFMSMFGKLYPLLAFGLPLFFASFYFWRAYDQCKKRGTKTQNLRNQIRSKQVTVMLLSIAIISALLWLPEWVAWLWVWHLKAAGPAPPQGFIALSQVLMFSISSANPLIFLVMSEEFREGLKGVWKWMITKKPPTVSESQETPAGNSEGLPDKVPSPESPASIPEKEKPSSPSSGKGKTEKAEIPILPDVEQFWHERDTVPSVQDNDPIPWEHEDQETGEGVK
MITF primary: blocks human microphthalmia-associated transcription factor; O75030; AlphaScreen MITF homodimerization, bead proximity signal; inhibition, % at 2.6 µM; 650,000 tested, 0.91% active; AID 1259374; in the data active = inhibition above about 50%;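 note: 0% = vehicle wells with protein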
Target sequence (O75030 whole entry, looked up): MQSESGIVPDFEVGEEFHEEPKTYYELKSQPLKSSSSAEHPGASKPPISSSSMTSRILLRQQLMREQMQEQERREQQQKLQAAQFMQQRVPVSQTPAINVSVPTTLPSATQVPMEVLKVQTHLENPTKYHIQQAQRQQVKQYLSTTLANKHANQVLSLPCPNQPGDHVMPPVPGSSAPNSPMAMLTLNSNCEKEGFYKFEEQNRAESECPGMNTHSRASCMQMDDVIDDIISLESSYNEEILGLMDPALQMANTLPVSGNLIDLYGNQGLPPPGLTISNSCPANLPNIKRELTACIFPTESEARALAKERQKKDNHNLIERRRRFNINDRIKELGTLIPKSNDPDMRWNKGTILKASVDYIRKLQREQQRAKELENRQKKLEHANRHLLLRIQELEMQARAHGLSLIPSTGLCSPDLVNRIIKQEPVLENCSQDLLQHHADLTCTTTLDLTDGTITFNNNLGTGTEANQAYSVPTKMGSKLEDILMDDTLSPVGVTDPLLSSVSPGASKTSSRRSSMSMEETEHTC
TEAD-YAP block: TEAD-YAP interaction inhibition. HEK-TIYL cells, TEAD-Gal4/YAP UAS-luciferase luminescence. inhibition, % at 9.12 µM. 640,000 tested, 1.4% active. AID 1259422; in the data active = inhibition above about 32%;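 note: 0% = median of test compound wells and 100% = reference inhibitor wells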
Starred values were filed as active, the others as inactive; . = not tested or not shown; & = joins results of further samples.

SMILES	FBW7 activator	GPR151 activ	MITF primary	TEAD-YAP block
COCCN(CCOC)c1ccc([N+](=O)[O-])cc1C#N	0.0	1.4	3	-4
CC(=O)NCC(=O)OCC(=O)Nc1ccc(C(C)=O)cc1	0.1	0.6	-10	-2
Cc1cc(C(=O)OCC(=O)c2cccc([N+](=O)[O-])c2)c2cccc(C)c2n1	0.6	-1.0	8	-11
COc1ccc(CCNC(=O)CN(C)c2nnc(N3CCCC3=O)s2)cc1OC	0.8	-0.4	2	-7
CCOc1ccccc1NC(=O)/C(=C1\Nc2ccc([N+](=O)[O-])cc2N1)[N+](=O)[O-]	0.1	-0.4	6	8
CC12CC3(C)CC(C)(C1)CC(C(=O)NC(=S)NC(C)(C)C)(C2)C3	-0.1	-0.8	6	5
Fc1ccc(-c2[nH]c(-c3c[nH]c4ccc(Br)cc34)nc2-c2ccccc2)cc1	0.0	2.4	12	-6
CCCCc1ccc(-n2c(C)cn3c4c(=O)[nH]c(=O)n(C)c4nc23)cc1	-0.1	0.3	-11	-8
O=C(CC(C(=O)N1CCc2ccccc21)n1ccnc1)N1CCCCC1 (stereo unspecified)	0.0	4.3	7	7
COc1ccccc1/C=C/C(=O)NCCc1ccc(OC)c(OC)c1	0.1	1.2	8	7
Cc1c(C(=O)NC(=S)Nc2cccc(C(=O)O)c2)cccc1[N+](=O)[O-]	0.0	-0.8	4	9
CC1CCN(Cc2nnnn2CCCC(=O)NC(Cn2ccnc2)c2ccccc2)CC1 (stereo unspecified)	0.1	-0.3	-4	-15
COC(=O)c1ccccc1NC(=O)CSc1nc(O)c(-c2ccccc2)c(=O)[nH]1	0.0	0.5	14	5
CC(=O)Oc1ccc(/C=C2\N=C(c3ccc([N+](=O)[O-])cc3Cl)OC2=O)cc1OC(C)=O	0.0	0.7	4	-5
CCOC(=O)C1=C(N)OC2=C(C(=O)CC(C)(C)C2)C1c1ccc(Cl)cc1Cl (stereo unspecified)	0.1	-0.8	0	10
Cc1ccc(C(=O)N/N=C\c2sccc2C)cn1	0.0	-0.7	15	-34
COc1ccc(C(=O)NCc2ccncc2)cc1	-0.2	0.0	5	5
Cc1ccc(C2C3=C(Nc4c2c(=O)[nH]c(=O)n4C)c2ccccc2C3=O)cc1 (stereo unspecified)	-0.1	-0.7	-2	1
CC(C)NC(=O)NC(=O)COC(=O)c1ccc(S(=O)(=O)NCc2ccco2)cc1	0.1	1.7	5	7
COC(=O)c1c(OCCCN(C)C)cc(=O)n2c1CCN(C(=O)c1ccc(F)cc1)CC2	0.0	0.9	-2	1
CC1CCCC(NC(=O)c2cc(-c3ccccn3)nc3ccccc23)C1C (stereo unspecified)	-0.1	-1.6	-3	0
O=c1[nH]c(=S)[nH]c(O)c1C=Nc1ccc(Br)cc1	-0.3	1.7	-3	3
Cc1ccccc1Nc1nc(Nc2ccccc2C)nc(N2CCOCC2)n1	0.2	0.6	-3	-17
CSCCC(NC(=O)c1ccco1)C(=O)Nc1ccc2c(c1)CCC2 (stereo unspecified)	0.1	-1.0	7	0
CCc1ccc(C(=O)N2CCN3C(=O)[C@H](CC(C)C)NC(=O)[C@H]3C2)cc1	-0.1	-1.1	-18	-1

No new results follow: an excerpt of the list.
SMILES	FBW7 activator	GPR151 activ	MITF primary	TEAD-YAP block
O=c1[nH]c(=S)[nH]c(O)c1C=Nc1ccc(Br)cc1	-0.3	1.7	-3	3
Cc1ccccc1Nc1nc(Nc2ccccc2C)nc(N2CCOCC2)n1	0.2	0.6	-3	-17
CSCCC(NC(=O)c1ccco1)C(=O)Nc1ccc2c(c1)CCC2 (stereo unspecified)	0.1	-1.0	7	0
CCc1ccc(C(=O)N2CCN3C(=O)[C@H](CC(C)C)NC(=O)[C@H]3C2)cc1	-0.1	-1.1	-18	-1

More results:
SMILES	FBW7 activator	GPR151 activ	MITF primary	TEAD-YAP block
O=[N+]([O-])c1cccc(-c2ccc(/C=N/Nc3nc4ccccc4[nH]3)o2)c1	-0.2	1.7	10	-3
Cc1ccc2nc(C)cc(Nc3ccc(C)c(C)c3)c2c1	-0.4	0.5	-6	25
COc1ccc(CNC(=O)c2cnn3c(C(F)F)cc(-c4ccccc4)nc23)cc1	0.0	0.1	8	5
O=C(CN1CCN(C(=O)c2cc(-c3ccc(F)cc3)n[nH]2)CC1)c1cccs1	-0.2	4.7	-3	-35
Oc1c(CN2CCCC2)cc(COCc2ccccc2)c2cccnc12	-0.8	0.7	74*	63*
CC(C)CCNC(=O)/C=C/c1ccc(Br)cc1	0.2	-0.1	7	-26
CCOc1ccc(NC(=O)c2cc3n(n2)C(C(F)(F)F)CC(c2ccc(OC)cc2)N3)cc1 (stereo unspecified)	-0.2	-0.7	1	-2
Cc1[nH]n(-c2ccccc2)c(=O)c1C(c1ccccc1F)c1c(C)[nH]n(-c2ccccc2)c1=O	-1.2	0.3	-2	0
CCN1CC=C2C(C#N)=C(N)C(C#N)(C#N)C(c3ccc(C)s3)C2C1 (stereo unspecified)	-0.2	-0.1	2	6
CCCCc1ccc(NC(=O)CSc2nc3c(c(=O)n2CCOC)SC(C)C3)cc1 (stereo unspecified)	-0.2	0.4	1	-4
O=C(NCc1ccccc1F)c1c(O)c2c([nH]c1=O)CCCC2	0.0	0.4	8	8
Cc1ccc(NC(=O)CSc2n[nH]c(N)n2)c(Br)c1	0.0	2.6	7	9
COc1ccccc1C(=O)N/C(=C\c1ccc(Br)cc1)C(=O)N1CCCCC1	0.0	1.4	18	6
CNc1c(NS(=O)(=O)c2cccs2)c(=O)oc2ccccc12	0.5	0.1	1	5
O=C(NC1CC1)c1c(-c2ccccc2)nc2ccccn12	1.7	4.1	17	-8
Cn1c(=O)c2ccccc2n2c(SCC(=O)Nc3ccc4c(c3)OCO4)nnc12	0.1	1.7	6	13
O=C(c1ccc2c(c1)[nH]c(=S)n1c3ccccc3nc21)N1CCN(C(=O)c2ccco2)CC1	0.5	-0.7	24	-7
CCOC(=O)C1CCCN(c2nc(-c3ccc(OC)cc3)no2)C1 (stereo unspecified)	0.7	-2.9	16	-52
CCc1ccc(-n2c(SCC(=O)Nc3cc(OC)ccc3OC)nc3n[nH]c(C)c3c2=N)cc1	0.5	-0.7	13	-10
O=C(c1ccco1)n1nc(NCc2ccccc2)nc1NCc1ccccc1	0.0	1.5	16	-23
COCC(C)n1c(C)cc(C(=O)CSc2nc3ccccc3c(=O)[nH]2)c1C (stereo unspecified)	0.0	-0.2	-1	-6
O=C(COC(=O)c1ccccc1I)c1cccc([N+](=O)[O-])c1	-0.4	0.6	18	9
OCCCNc1ccc2ncc(-c3cccc4cccnc34)n2n1	0.5	0.4	-9	-2
O=S(=O)(Cc1ccccc1)NCC1CCCN(C2CCSCC2)C1 (stereo unspecified)	0.3	-0.8	5	-5
COC(=O)C1=C(C)N(Cc2ccccc2)C2=C(C(=O)c3ccccc3)C(c3ccccc3)[C@@](O)(C(=O)OC)C(=O)N2[C@@H]1c1ccccc1 (stereo partly specified)	-0.1	1.6	4	.

Complete entries as entered above. Values in the order: FBW7 activator | GPR151 activ | MITF primary | TEAD-YAP block
CCOc1ccc(NC(=O)c2cc3n(n2)C(C(F)(F)F)CC(c2ccc(OC)cc2)N3)cc1 (stereo unspecified) is listed as -0.2 | -0.7 | 1 | -2
CCOC(=O)C1CCCN(c2nc(-c3ccc(OC)cc3)no2)C1 (stereo unspecified) is listed as 0.7 | -2.9 | 16 | -52
Cn1c(=O)c2ccccc2n2c(SCC(=O)Nc3ccc4c(c3)OCO4)nnc12 is listed as 0.1 | 1.7 | 6 | 13
O=[N+]([O-])c1cccc(-c2ccc(/C=N/Nc3nc4ccccc4[nH]3)o2)c1 is listed as -0.2 | 1.7 | 10 | -3
O=C(NC1CC1)c1c(-c2ccccc2)nc2ccccn12 is listed as 1.7 | 4.1 | 17 | -8

More records follow.
SMILES	FBW7 activator	GPR151 activ	MITF primary	TEAD-YAP block
COC(=O)c1sc(S(=O)(=O)Nc2ccc(C)cc2)c(C(=O)OC)c1C	0.5	-0.9	4	4
COc1ccc(-c2nccc(NCCc3ccc(O)cc3)n2)cn1	0.0	0.7	5	-5
COc1ccc(CCNC2CC(=O)N(c3ccccc3)C2=O)cc1 (stereo unspecified)	0.0	5.8*	0	6
O=C1OC(c2cccc(I)c2)=N/C1=C\c1ccc2c(c1)OCO2	0.6	-1.4	16	-7
CC(=O)C1=CN(Cc2ccccc2)C=C(C(C)=O)C1c1ccccc1[N+](=O)[O-]	-0.1	1.3	-7	9
CC(CN1CCOCC1)C(=O)c1ccccc1 (stereo unspecified)	0.1	-0.5	15	-4
C=CCNC(=O)CC(NS(=O)(=O)c1ccc(Br)cc1)c1ccco1 (stereo unspecified)	-0.1	0.5	0	4
CC(=O)Nc1ccc(NC(=O)c2ccc3nc(NCc4cccnc4)sc3c2)cc1	-0.1	-0.4	-1	-1
CC(=O)C1=C(O)C(=O)NC1c1ccc(C(C)C)cc1 (stereo unspecified)	0.3	0.4	4	0
COc1ccccc1CNC(=O)c1oc2ccc(S(=O)(=O)N3CCOCC3)cc2c1C	0.0	-0.1	0	-13
CCOC(=O)/C=C(\C)N1N=C2c3cc(OC)ccc3CCC2C1c1ccc([N+](=O)[O-])cc1 (stereo unspecified)	0.1	-0.5	24	-3
CC1CN(CC(=O)NCCn2ccnc2)Cc2ccccc2O1 (stereo unspecified)	-0.1	0.8	-4	11
CCN(CCO)c1nc(C)c2ccc(C)cc2n1	0.9	-1.0	1	-12
COc1ccc2c3c(c(=O)oc2c1C)CCCC3	0.1	0.7	3	-24
CCOC(=O)C(=O)Nc1ccccc1C(=O)Nc1ccccc1Br	0.0	0.1	12	2
O=C(O)c1ccccc1NCc1cccs1	0.4	-0.5	7	18
CCn1nc(CN)c2ccccc2c1=O	0.2	0.6	0	43*
CCSC1=C(C#N)C(c2ccc(OC)c(OCc3ccccc3)c2)CC(=O)N1 (stereo unspecified)	0.0	2.3	-3	-18
CC(=O)Nc1ccc(NS(=O)(=O)c2cc(Cl)ccc2Cl)cc1	0.1	0.6	3	-1
Cc1cc(Br)ccc1NS(=O)(=O)c1cccc(F)c1	-0.1	-0.2	3	12
Cc1ccc(C)c(NC(=O)CSc2nc(=O)n(Cc3cccnc3)c3c2CCC3)c1	-0.2	1.2	12	0
CC(=O)c1ccc(N=Cc2cc(Br)ccc2O)cc1	0.0	0.4	12	-6
O=C(O)c1cccc2c1NC(c1ccc(F)cc1)C1CC=CC21 (stereo unspecified)	0.0	-0.1	16	-6
CCOc1cccc2c1OC(c1cccc(OC)c1)N1N=C(c3ccc(F)cc3)CC21 (stereo unspecified)	-0.1	2.8	0	-34
COc1ccc(N2CCN(Cc3ccc(Br)o3)CC2)cc1	-0.1	-1.3	53*	6

Retrieved by compound from the list above, three records:
SMILES	FBW7 activator	GPR151 activ	MITF primary	TEAD-YAP block
COC(=O)c1sc(S(=O)(=O)Nc2ccc(C)cc2)c(C(=O)OC)c1C	0.5	-0.9	4	4
COc1ccc(N2CCN(Cc3ccc(Br)o3)CC2)cc1	-0.1	-1.3	53*	6
CC1CN(CC(=O)NCCn2ccnc2)Cc2ccccc2O1 (stereo unspecified)	-0.1	0.8	-4	11

Next section:
SMILES	FBW7 activator	GPR151 activ	MITF primary	TEAD-YAP block
COc1ccccc1-n1c(N)c(-c2nc3ccccc3n2Cc2ccccc2)c2nc(C#N)c(C#N)nc21	0.0	0.3	6	7
O=C(Nc1ccc2[nH]ncc2c1)[C@@H]1CCCN1C(=O)C(O)c1ccc(Br)cc1 (stereo partly specified)	0.1&0.1	-1.4&-0.7	16&15	-3&0
Cc1cccc(NC(=S)NC(=O)c2ccccc2Cl)c1	0.0	0.5	9	-56
COCCCNc1nc2nonc2nc1N1CCN(c2ccc(OC)cc2)CC1C (stereo unspecified)	-0.1	0.9	3	4
NC(=O)c1c(NC(=O)c2cccc(N3C(=O)CCC3=O)c2)sc2c1CCCCC2	0.0	3.5	9	5
CCOc1ccc2[nH]c(=O)c(CN(CCOC)C(=O)Nc3ccc(F)cc3)cc2c1	0.1	1.2	1	37*
O=C(NC1CC1)c1cnc(N2CCN(Cc3ccc4c(c3)OCO4)CC2)s1	0.4	0.0	8	-6
O=C(NC1CCCCC1)C(c1cc2c(cc1[N+](=O)[O-])OCO2)N1CCCC1 (stereo unspecified)	-0.1	-1.6	9	-19
COc1cccc(CN2C[C@@H]3C[C@@H](c4ccc(F)c(F)c4)N4CCC[C@@]34C2=O)c1	-0.2	-1.6	-3	4
COc1ccc(SCC(=O)c2sc3ncnn3c2C)cc1	-0.1	3.1	1	-3
CC(=O)NCCNc1ccc(C(=O)O)cc1[N+](=O)[O-]	-0.1	-0.1	-2	-3
Nn1c(SCC(=O)Nc2ccc(S(N)(=O)=O)cc2)nnc1-c1ccco1	0.1	-1.9	-9	-4
COc1ccc(Cc2nc(=S)[nH][nH]2)cc1Br	0.1	-0.5	20	9
CCC(CC)C(=O)N1CCN(c2ncnc3c2nnn3-c2cccc(F)c2)CC1	0.2	-1.0	4	-4
O=C(O)CCNCc1cccc(Br)c1	0.2	-1.3	15	-1
COc1ccc(Br)cc1/C=N/NC(=O)C1COc2ccccc2O1 (stereo unspecified)	0.1	2.6	9	12
COc1cc(CN2CCC3(CCC(CNC(C)=O)O3)CC2)ccc1F (stereo unspecified)	-0.1	-0.8	10	-1
CCSc1ccccc1C(=O)Nc1nnc(Cc2ccc(OC)cc2)s1	0.7	-1.7	12	9
COc1cccc(N2CCN(C(=O)CCCn3c(=S)[nH]c4cc5c(cc4c3=O)OCO5)CC2)c1	-0.1	0.5	13	-1
CC(C)C12CN3CC(C(C)C)(CN(C1)C3c1ccccc1Cl)C2=O (stereo unspecified)	-0.1	-0.1	4	-6
Cc1ccc(/C=N\N=C2/NC(=O)CS2)s1	-0.2	-1.8	3	-9
C=CCn1c(SC(C)C(=O)O)nnc1-c1ccc(OC)cc1 (stereo unspecified)	0.1	1.6	-14	1

The order is random. Share with any hit: about 3.4%.
